# Runt-SMMHC FRET – blocks binding of human RUNX1 Runt domain to CBFb-SMMHC; inhibition, % at 20 µM; actives 0.74% (n = 220,000); Q01196+Q13951; Cerulean-Runt/Venus-CBFb-SMMHC FRET ratio 530/480, 1 h;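 active means mean inhibition across duplicate retests at 20 µM reaching about 50%, limit read from the data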;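 further: 0% = DMSO wells and 100% = wells with excess untagged CBFb-SMMHC; inhibitors lower the FRET ratio by blocking Runt binding to CBFb-SMMHC; some results filed as inactive read as strong as hits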
# Hck-Nef inh – inhibitors of human Hck kinase activated by Nef; inhibition, % at 20 µM; Recombinant Hck-YEEI plus Nef, Z-Lyte FRET kinase assay; P08631; actives 0.68% (n = 220,000); AID 463187;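 active means Hck-Nef kinase inhibition above about 50%, limit read from the data; inactive means inhibition below that limit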;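 further: 0% = DMSO with Hck plus Nef and 100% = Hck alone without Nef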
# TNF necrop inh – blocks TNF-alpha induced death of Jurkat FADD-/- cells | Jurkat FADD-/- TNF necroptosis rescue, ATP luminescence, 24 h; 0 = TNF only, 100 = no-TNF cells | activation (protection from cell death), % at 10 µM | actives 0.068% (n = 220,000) | AID 463075;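 active means activation, meaning protection from cell death, of at least 50% relative to plate controls; inactive means activation below 50%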;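 further: necroptosis triggered by 40 ng/mL TNF-alpha added together with compound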
# EP2 mod – EP2 receptor (human) modulation; EP2-expressing cells, cAMP HTRF FRET, PGE2 co-stimulation; induction, % at 25 µM; P43116; actives 0.83% (n = 260,000);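 active means compounds whose cAMP rise, as percent of the full-agonist control response, exceeds 60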;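 further: rat C6 glioma line stably carrying human EP2 under a CMV promoter; the protocol text gives 20 µM as final concentration; 100% = response of wells given 1 µM PGE2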
# PGE2 EP2 inh – inhibitors of human EP2 prostaglandin E2 receptor; P43116; C6 glioma cells expressing human EP2, cAMP TR-FRET; cells stimulated with saturating PGE2; inhibition, % at 25 µM; actives 0.52% (n = 260,000); AID 1422;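 active means percent inhibition above 40 after rounding to a whole number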;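 further: rat C6 glioma host cells with rolipram phosphodiesterase inhibitor present; the protocol text gives 20 µM as final concentration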
# RBBP9 inh – human RBBP9 hydrolase inhibition; actives 0.2% (n = 220,000); inhibition, % at 7.94 µM; O75884; recombinant RBBP9, FP-Rh probe fluorescence polarization;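 active means inhibition above the campaign mean of all tested compounds plus 3 SD, cut at about 14% in these data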;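 further: plate controls were DMSO wells with RBBP9 for no effect and wells lacking RBBP9 protein for full effect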
#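 Assay system: recombinant human RBBP9; Reagent: Serine-hydrolase probe FP-Rh, 375 nM pre-mixing; Doses: 7.94 µM single dose, 0.794% DMSO; Incubation: 30 min then 45 min, 25 °C; Detection: fluorescence polarization (mP), excitation 525 nm, emission 598 nm; Evaluation: percent inhibition from mP, scaled between DMSO and no-protein wells.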
# L929 necroptosis – blocks zVAD induced death of L929 cells. viability rescue, % at 10 µM. L929 zVAD necroptosis rescue, ATP luminescence, 24 h; with zVAD 60 µM. actives 0.38% (n = 220,000);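 active means activation, scaled between plate controls, above about 75%, limit read from the data; inactive means activation under that limit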;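 further: 0% = zVAD with DMSO and 100% = DMSO alone without zVAD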
# PERK inh – inhibitors of human PERK kinase | Q9NZJ5 | CHO PERK-DD fusion, SEAP luminescence translation reporter | inhibition, % at 5.6 µM | actives 0.17% (n = 220,000);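 active means inhibition above the mean inhibition of all tested compounds plus 3 SD, set separately per screening campaign, cut at about 2.9% in these data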;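 further: PERK kinase domain activated by AP20187 dimerizer at 100 nM; 0% = DMSO with dimerizer and 100% = rapamycin at 8.4 µM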
# Target sequence (Q9NZJ5 whole entry, looked up, the tested form may be a part): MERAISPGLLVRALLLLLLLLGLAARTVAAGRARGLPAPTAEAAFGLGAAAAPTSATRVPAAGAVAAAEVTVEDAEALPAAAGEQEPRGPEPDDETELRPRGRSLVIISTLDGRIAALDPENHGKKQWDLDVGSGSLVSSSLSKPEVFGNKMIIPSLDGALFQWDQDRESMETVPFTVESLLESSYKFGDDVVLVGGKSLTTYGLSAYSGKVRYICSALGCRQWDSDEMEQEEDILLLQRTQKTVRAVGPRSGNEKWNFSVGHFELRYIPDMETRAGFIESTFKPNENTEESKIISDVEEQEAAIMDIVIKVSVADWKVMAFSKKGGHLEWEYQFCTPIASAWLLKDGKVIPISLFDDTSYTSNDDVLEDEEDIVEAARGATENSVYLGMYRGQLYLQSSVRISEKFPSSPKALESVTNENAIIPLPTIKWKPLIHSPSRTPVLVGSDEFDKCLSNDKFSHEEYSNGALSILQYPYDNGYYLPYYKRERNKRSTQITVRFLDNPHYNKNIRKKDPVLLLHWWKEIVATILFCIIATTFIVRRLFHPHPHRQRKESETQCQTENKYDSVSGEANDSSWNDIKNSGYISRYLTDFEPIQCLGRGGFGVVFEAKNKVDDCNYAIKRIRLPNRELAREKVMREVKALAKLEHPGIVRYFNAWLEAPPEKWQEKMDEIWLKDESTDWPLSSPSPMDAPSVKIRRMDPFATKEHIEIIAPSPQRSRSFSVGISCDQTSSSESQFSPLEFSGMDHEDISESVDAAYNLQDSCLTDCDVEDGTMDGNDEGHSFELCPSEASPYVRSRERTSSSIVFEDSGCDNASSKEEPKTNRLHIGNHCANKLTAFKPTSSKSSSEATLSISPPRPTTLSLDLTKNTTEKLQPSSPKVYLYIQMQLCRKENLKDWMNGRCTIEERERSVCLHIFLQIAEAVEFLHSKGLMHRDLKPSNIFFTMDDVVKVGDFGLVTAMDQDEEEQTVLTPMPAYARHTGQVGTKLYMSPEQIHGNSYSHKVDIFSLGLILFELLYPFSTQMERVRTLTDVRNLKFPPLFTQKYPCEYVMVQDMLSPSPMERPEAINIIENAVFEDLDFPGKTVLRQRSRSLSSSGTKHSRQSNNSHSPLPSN
# Runt-CBFb FRET – blocks binding of human RUNX1 Runt domain to CBFb. inhibition, % at 20 µM. Q01196+Q13951. actives 0.46% (n = 220,000). Cerulean-Runt/Venus-CBFb FRET ratio 530/480, 1 h;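 active means inhibition over about 50% at 20 µM in the single-dose screen, limit read from the data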;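 further: 0% = DMSO wells and 100% = excess unlabeled CBFb competitor control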
#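 Measured by: fluorescence energy transfer, 422 nm excitation, 530/480 nm emission; test system: Cerulean-tagged RUNX1 Runt domain (FRET donor) fusion protein; buffer or medium: Tris pH 7.5 buffer with BSA; compound: one dose, 20 µM compound, 1% DMSO; times: two 1 h room-temperature incubations shielded from light; benchmarks: unlabeled CBFb 5 µM, positive control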
# The depositor's hits bear a star; . = not tested or not shown; & = joins results of further samples. Only part of the results is shown, so the mix of outcomes need not match the whole.
SMILES,Runt-SMMHC FRET,Hck-Nef inh,TNF necrop inh,EP2 mod,PGE2 EP2 inh,RBBP9 inh,L929 necroptosis,PERK inh,Runt-CBFb FRET
O=C(NCc1ccco1)/C(=C\C=C\c1ccccc1)NC(=O)c1ccccc1Br,-7,-3,-7.8,-1,5,-4,0.1,0.6,3
CCOC(=O)Cc1cc(OC)c(OC)cc1Cc1cc(OC)c(OC)cc1CC(=O)OCC,-1,1,-1.7,12,1,-5,-0.1,-0.6,0
Cc1ccc(SCc2nc3ccccc3[nH]2)cc1,-7,2,0.3,-22,6,-5,0.3,0.1,.
O=C1CC(N2CCC(c3nc4ccccc4o3)CC2)C(=O)N1Cc1cccs1 (stereo not drawn),-1,0,-0.4,-1,14,-1,-0.4,0.4,0
Oc1ccc(/C=N/N=C(c2ccccc2)c2ccccc2)c(O)c1O,46,-1,-2.6,10,6,0,-0.4,0.5,57*
COc1ccc(N2CCN(C(=O)CCS(=O)(=O)c3ccc(OC)cc3)CC2)cc1,5,14,1.6,-12,3,-5,0.4,0.4,2
CN1C(C(=O)NCc2ccco2)CC2Cn3c(nc4cc(Cl)c(Cl)cc43)C21 (stereo not drawn),0,26,6.3,-8,10,.,0.2,.,2
N#CC1(P(=O)(c2ccccc2)c2ccccc2)CC1,-2,-1,-0.9,22,5,1,-0.8,0.5,-2
C=CCNC(=S)N/N=C/c1ccc(OCc2ccccc2Cl)cc1,-8,3,-3.8,7,9,-1,0.1,1.1,0
COc1cccc(-c2cc(C(=O)Nc3c(C)n(C)n(-c4ccccc4)c3=O)no2)c1,1,2,0.0,14,1,-6,0.8,-1.1,1
Cc1ccc(NC2=C(Cl)C(=O)N(C3CCCCC3)C2=O)cc1,-7,0,0.6,3,10,-4,-0.1,0.9,-2
CCOC(=O)Oc1ccc2oc(=O)cc(C)c2c1,-1,-8,-0.3,24,11,-9,1.0,0.5,-2
COc1cc2c(C(=O)NCCCN3CCN(c4cccc(Cl)c4)CC3)cn(C)c(=O)c2cc1OC,-4,-1,3.0,-57,7,-1,0.3,-0.9,-1
CCc1c(C)nc(N)n2c(SCC(=O)Nc3ccccc3)nnc12,-3,0,0.5,16,9,-12,-0.1,-0.4,-1
Cc1cc(C)nc(N2CCCC(C(=O)NCCc3cccc(F)c3)C2)n1 (stereo not drawn),-2,1,-0.2,-24&5,12&6,-4,0.2,0.4,0

# Shown as a hit in Runt-CBFb FRET, among the entries above:
canonical_smiles	Runt-SMMHC FRET	Hck-Nef inh	EP2 mod	RBBP9 inh	PERK inh	Runt-CBFb FRET
Oc1ccc(/C=N/N=C(c2ccccc2)c2ccccc2)c(O)c1O	46	-1	10	0	0.5	57*

# The listing continues.
SMILES,Runt-SMMHC FRET,Hck-Nef inh,TNF necrop inh,EP2 mod,PGE2 EP2 inh,RBBP9 inh,L929 necroptosis,PERK inh,Runt-CBFb FRET
Oc1c(C(c2cccs2)N2CCN(c3ccccc3)CC2)ccc2cccnc12 (stereo not drawn),15,1,-21,22,.,2,2.8,0.2,19
COc1cc(NC2c3ccccc3C(=O)N2Cc2ccccc2Cl)cc(OC)c1OC (stereo not drawn),0,-19,0.6,-17,3,-3,0.2,-2.2,2
CN(C)S(=O)(=O)c1cc(NC(=O)COC(=O)Cc2cccc3ccccc23)ccc1Cl,1,-2,-1.7,-14,6,-16,0.8,0.3,3
CC(=O)c1c(C)[nH]c(C(=O)O)c1C,0,19,0.2,1,4,3,-0.8,0.1,-2
O=C(NC1CCCC1)C(c1ccncc1)N(Cc1cccs1)C(=O)c1csnn1 (stereo not drawn),-2,-13,1.9,15&-5,11&7,-1,3.1,-0.6,0
CCc1ccc(OCC(=O)NC(=S)Nc2cccc(CO)c2)c(Br)c1,-4,-4,0.5,-31,7,3,0.5,0.8,-6
CCOC(=O)c1[nH]c(C)c(C(=O)OCC(=O)N2CCc3ccccc32)c1C,-5,-21,-3.4,-39,12,-10,-0.8,-1.2,-2
c1cncc(-c2nn3c(Cn4cnc5ccccc54)nnc3s2)c1,30,-3,-1.2,8,7,-3,0.5,0.4,45
COC(=O)C1=C(C)N(Cc2ccco2)C(=O)N[C@H]1c1cccc(C(F)(F)F)c1,1,-5,-1.5,34,9,-8,-0.6,0.4,0
Cc1c(C(=O)O)oc2ccc(S(=O)(=O)N3CCCCC3C(=O)O)cc12 (stereo not drawn),-1,18,1.6,16,16,-7,0.4,1.0,0
CC(C)CC(=O)Nc1nnc(-c2ccco2)s1,5,2,2.8,-2,31,-4,0.6,-0.4,7
COc1cccc(C(=O)NCCN2CCOCC2)c1,-1,1,-1.2,-42,18,4,0.1,1.3,-1
CCCCC(=O)OCc1cn(-c2ccc(Cl)cc2)nn1,1,0,-3.0,11,7,-5,0.0,0.7,-4
Cc1ccc2[nH]c3c(c2c1)CN(C(=O)CN1CCSCC1)CC3,-109,1,-2.3,-15,10,-1,0.8,0.5,-51
Cc1onc(-c2c(F)cccc2Cl)c1-c1nnc(-c2ccc(C(F)(F)F)cc2)o1,-2,-10,0.4,31,7,1,-0.8,-0.4,-2
CN(c1ccc(C(=O)Nc2nccs2)cc1)S(=O)(=O)c1ccccc1,1,3,49,-43,12,-3,89*,0.1,2
CN(C)c1nccc(N(Cc2ccccc2)Cc2ccccc2)c1C#N,-2,2,-0.3,68*,8,1,-0.3,0.4,-3
Cc1cccc(N)c1SC1CCCCC1O (stereo not drawn),-2,0,3.6,12,5,-6,1.1,1.3,-1
COC(=O)c1c(NC(=O)c2ccccc2)sc2c1CC(C)(C)OC2,2,0,0.9,-3,6,-11,0.2,0.5,-1
O=C(CCCOc1ccccc1)NCc1ccco1,0,0,-0.7,-4,11,-12,0.0,-0.1,1
CCC(C)[C@H]1CN=C(N)N1CCc1cc(C(F)(F)F)cc(C(F)(F)F)c1 (stereo partly drawn),-3,31,-3.6,13,14,.,-0.3,.,-1
COc1ccc(C(=O)c2cc3cccc(OC)c3o2)cc1,-2,3,0.2,32,10,-15,74,0.5,0
Cc1cccc(S(=O)(=O)Nc2nc3ccccc3nc2NCc2ccco2)c1,-8,1,-0.9,14,.,2,2.1,0.3,0
CC(=O)c1ccc(C(=O)Nc2nnc(-c3ccc(Cl)cc3)o2)cc1,-1,31,-0.8,20,14,.,-0.4,.,-1
S=c1[nH]nc(Nc2ccccc2Cl)s1,40,19,0.0,22,8,-11,3.5,1.7,29
Cc1ccc2[nH]c(=O)c(CN(CC3CCCO3)S(=O)(=O)c3c(C)ccc4nsnc34)cc2c1 (stereo not drawn),3,-1,-7.2,4&8,8&19,-7,-0.3,-1.1,-5
COc1ccc(OC)c(C2NC(=O)NC(C)=C2C(=O)Nc2ccc(C)cc2)c1 (stereo not drawn),1,4,0.7,4,4,-3,0.6,-0.5,-3
Cc1nc(Nc2ccc(S(N)(=O)=O)cc2)sc1C(=O)Nc1ccccc1,-1,21,5.0,-41,13,-5,42,0.9,-1
c1ccc(-c2csc(-n3cnnn3)n2)cc1,1,0,0.1,-18,17,-6,0.1,0.7,0
O=c1[nH]cnc2c1oc1ccccc12,4,0,-1.2,-9,9,-10,-0.2,2.0,8

# Complete entries, quoted from the list. Order of values: Runt-SMMHC FRET	Hck-Nef inh	TNF necrop inh	EP2 mod	PGE2 EP2 inh	RBBP9 inh	L929 necroptosis	PERK inh	Runt-CBFb FRET
# CC(C)CC(=O)Nc1nnc(-c2ccco2)s1 as listed: 5	2	2.8	-2	31	-4	0.6	-0.4	7
# CCCCC(=O)OCc1cn(-c2ccc(Cl)cc2)nn1 as listed: 1	0	-3.0	11	7	-5	0.0	0.7	-4
# COC(=O)C1=C(C)N(Cc2ccco2)C(=O)N[C@H]1c1cccc(C(F)(F)F)c1 as listed: 1	-5	-1.5	34	9	-8	-0.6	0.4	0
# Cc1ccc(SCc2nc3ccccc3[nH]2)cc1 as listed: -7	2	0.3	-22	6	-5	0.3	0.1	.
# Cc1cc(C)nc(N2CCCC(C(=O)NCCc3cccc(F)c3)C2)n1 (stereo not drawn) as listed: -2	1	-0.2	-24&5	12&6	-4	0.2	0.4	0

# The listing continues.
SMILES,Runt-SMMHC FRET,Hck-Nef inh,TNF necrop inh,EP2 mod,PGE2 EP2 inh,RBBP9 inh,L929 necroptosis,PERK inh,Runt-CBFb FRET
CCOCCCNC(=O)C(NC(=O)c1ccc(=O)[nH]c1)c1ccccc1 (stereo not drawn),2,1,0.5,-1,15,0,-0.8,1.3,2
O=C(COc1ccc(Cl)cc1)Nc1ccc2c(c1)CCC2,-1,2,1.9,6,0,1,0.1,1.0,1
COc1ccc(C(O)c2nc3ccccc3s2)cc1 (stereo not drawn),3,-1,22,-7,3,-10,1.8,0.8,0
O=C(NCc1cccs1)c1cc(-c2ccc(O)cc2)on1,-7,5,2.2,-52,9,-10,0.0,1.1,2
Cn1nc(OC(=O)Nc2cccc(Cl)c2)cc1C(F)(F)F,-2,2,-0.4,-40,14,-4,0.4,-1.0,-1
C=CCN1C(=O)C(O)(CC(=O)c2ccccc2)c2ccccc21 (stereo not drawn),2,2,0.8,-1,11,-10,-0.3,-0.6,-2
O=C(CSCC(=O)N1CCCCC1)Nc1nc(-c2ccc(Cl)s2)cs1,-2,1,-4.0,5,23,-11,2.8,1.5,-1
COc1cccc(CNC(=O)CCn2c(=O)oc3ccccc32)c1,-1,0,-0.6,1,8,2,0.0,0.3,2
O=C(Nc1ccc(-c2ccc3nncn3n2)cc1)c1ccc(Br)o1,-14,-7,-1.8,-12,4,-10,13,-0.1,-11
COCCCNC(=S)N1CCCC(c2nc3cc(C)c(C)cc3[nH]2)C1 (stereo not drawn),-3,15,1.9,-21,12,-11,10,-0.4,2
Cc1ccccc1Nc1nc(N)nc(CSc2nnc3ccccn23)n1,2,15,0.1,13,4,4,2.5,0.6,-1
COCCNC(=O)Nc1ccc2nc(-c3ccco3)c(-c3ccco3)nc2c1,-81,31,-1.9,-71&-22,11&0,18*,1.7,1.1,-300
Cc1n[nH]c(=O)nc1NC1CCCCC1,2,-21,0.7,26,6,-2,-0.4,0.0,0
Cc1noc(/C=C/c2ccco2)c1S(=O)(=O)N1CCC(C(=O)N2c3ccccc3CC2C)CC1 (stereo not drawn),-8,0,-2.1,-4,.,-11,2.5,-0.2,-8
Nn1c(SCC(=O)N2CCc3ccccc3C2)nnc1-c1cccs1,-1,-1,-0.3,3,14,-9,0.6,-1.1,-1

# Screening results as filed in PubChem BioAssay.
